# LMPTP inh = blocks human LMPTP phosphatase; actives 0.22% (n = 360,000); inhibition, % at 20 µM; recombinant LMPTP-A, OMFP fluorogenic substrate, fluorescence intensity; P24666;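 active = compounds that cut the enzyme signal by at least half of the control window in the single-dose screen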;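 note: plate controls were DMSO wells with enzyme plus substrate for no effect and substrate without enzyme for full effect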
# Target sequence (P24666 whole entry, looked up): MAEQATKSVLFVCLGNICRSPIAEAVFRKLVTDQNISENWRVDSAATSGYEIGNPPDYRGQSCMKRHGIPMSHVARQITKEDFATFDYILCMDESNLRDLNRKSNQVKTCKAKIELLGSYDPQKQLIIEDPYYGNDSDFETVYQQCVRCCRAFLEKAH
#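 Test system: LMPTP-A phosphatase enzyme; input: 0.625 nM LMPTP-A final; reagent: OMFP substrate, 400 µM final; compound dosing: 20 µM single dose, 3% DMSO; incubation: 50 min dark incubation at room temperature; measured by: endpoint fluorescence intensity from OMFP dephosphorylation; measure: % inhibition relative to no-enzyme and uninhibited control wells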
# SKN-1 inh = blocks SKN-1 activity in C. elegans. C. elegans VP596 Pgst-4::GFP/RFP ratio, acrylamide-induced, 24 h. inhibition, % at 21.8 µM. actives 0.49% (n = 360,000);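 active = interference check ratio from 0.5 to 1.5 plus GFP to RFP signal ratio inhibition reaching or exceeding a fixed threshold, cut at about 30% in these data, passing the limit was not always enough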; note: some compounds called inactive have numbers as strong as hits
# Scp1 inh = inhibitors of human Scp-1 phosphatase; inhibition, % at 20 µM; Recombinant Scp1, phosphopeptide, malachite green phosphate absorbance; Q9GZU7; actives 0.88% (n = 340,000); AID 493091;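 active = inhibition above about 50% at 20 µM, limit read from the data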;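 note: plate controls were DMSO wells with enzyme for no effect and wells lacking enzyme for full effect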
# Target sequence (Q9GZU7 76-261 limits assumed): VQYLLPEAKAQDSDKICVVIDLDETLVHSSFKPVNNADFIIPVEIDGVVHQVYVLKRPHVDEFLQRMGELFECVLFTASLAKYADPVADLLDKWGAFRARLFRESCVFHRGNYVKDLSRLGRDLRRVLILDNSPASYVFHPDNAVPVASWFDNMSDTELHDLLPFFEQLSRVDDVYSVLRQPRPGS
#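 assay system = SCP-1 phosphatase catalytic domain, residues 76-261 | buffer or medium = 50 mM Tris acetate pH 5.5, 0.005% Tween-20, 10 mM MgCl2 | incubation = enzyme reaction 45 min at room temperature, colour 5 min, stabilisation 30 min | signal = Phosphate-binding colour reagent, absorbance read at 630 nm | measure = % inhibition at 20 µM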
# CendR NRP1 mod = alters CendR peptide binding to human NRP-1 | O14786 | FAM-RPARPAR peptide binding to NRP-1, fluorescence polarization | inhibition, % at 25 µM | actives 0.85% (n = 360,000);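 active = inhibition or corrected inhibition above about 18%, plus a signal ratio from 0.5 to 1.5, limit read from the data, passing the limit was not always enough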; note: strong numbers were not always called active
# SUMO1-SIM PPI = alters human SUMO1 binding to SIM partners. SUMO1 binding to a labelled peptide, TR-FRET, 1 h. inhibition, % at 20 µM. actives 0.33% (n = 360,000). AID 602429; in the data active = inhibition above about 37%
# Target sequence (P63165 whole entry, looked up): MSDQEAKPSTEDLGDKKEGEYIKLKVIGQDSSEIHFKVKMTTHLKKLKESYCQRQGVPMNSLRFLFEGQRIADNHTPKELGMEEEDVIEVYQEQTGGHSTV
# DNMT1 block = inhibitors of human DNMT1; P26358; DNMT1 molecular beacon, Hinp1I cleavage, fluorescence; inhibition (reported as % activation of signal), % at 10 µM; actives 0.83% (n = 360,000); in the data active = inhibition above about 50%
# Neddyl block = inhibitors of human cullin neddylation; P61081+Q13564; TR-FRET cullin neddylation, biochemical; calls only at 25 µM; actives 0.58% (n = 360,000); in the data active = inhibition above about 36%
# STEP inh = STEP (human) phosphatase inhibition | recombinant STEP, OMFP fluorogenic substrate, fluorescence | inhibition, % at 20 µM | actives 0.25% (n = 360,000) | AID 588621;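 active = inhibition at 20 µM, scaled per plate between control wells, above about 37%, limit read from the data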;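 note: 0% = DMSO with enzyme and substrate and 100% = substrate only without enzyme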
# Target sequence (P54829 whole entry, looked up): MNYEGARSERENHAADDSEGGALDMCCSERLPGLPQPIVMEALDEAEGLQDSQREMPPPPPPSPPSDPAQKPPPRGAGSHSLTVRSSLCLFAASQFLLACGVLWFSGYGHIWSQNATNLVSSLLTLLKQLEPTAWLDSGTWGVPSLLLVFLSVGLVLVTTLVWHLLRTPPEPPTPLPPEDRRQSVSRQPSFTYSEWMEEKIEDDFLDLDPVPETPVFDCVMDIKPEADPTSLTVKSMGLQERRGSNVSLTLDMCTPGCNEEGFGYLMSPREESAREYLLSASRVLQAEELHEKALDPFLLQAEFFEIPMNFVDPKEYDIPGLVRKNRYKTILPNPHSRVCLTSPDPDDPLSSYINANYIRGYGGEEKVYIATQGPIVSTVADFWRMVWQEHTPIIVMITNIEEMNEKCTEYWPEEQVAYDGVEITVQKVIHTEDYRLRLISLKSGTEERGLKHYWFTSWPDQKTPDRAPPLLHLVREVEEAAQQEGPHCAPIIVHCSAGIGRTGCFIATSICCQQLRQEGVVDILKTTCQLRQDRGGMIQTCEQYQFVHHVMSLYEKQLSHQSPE
#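 System: isolated STEP enzyme; schedule: 20 min enzyme reaction at room temperature, protected from light; medium: Bis-Tris buffer pH 6.0, 2.5 mM DTT, 0.005% Tween 20; signal: fluorescence, 480/540 nm; dosing: single compound dose of 20 µM, 1% DMSO final; also added: OMFP substrate, 25 µM final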
# NadD inh = inhibitors of Staphylococcus aureus NadD. AID 602399. inhibition, % at 20 µM. actives 0.78% (n = 360,000). purified NadD enzyme, colorimetric absorbance read-out; in the data active = inhibition above about 26%; note: some compounds past the cut are filed as inactive
# Tb MetRS inh = blocks T. brucei methionyl-tRNA synthetase activity. purified T. brucei MetRS, ATP depletion, Kinase-Glo luminescence. inhibition, % at 11.9 µM. actives 0.4% (n = 360,000). AID 624268;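 active = inhibition above a per-plate cutoff of the control wells' mean inhibition plus 3 SD, cut at about 5.5% in these data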;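 note: 0% = DMSO wells median and 100% = median of wells with control inhibitor compound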
#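 Assay system: T. brucei methionyl-tRNA synthetase, purified | Medium: HEPES buffer with MgCl2, KCl, DTT, spermine, BSA, pyrophosphatase | Compound: 11.9 µM single point | Incubation: 15 min enzyme-compound preincubation, 2 h reaction, 10 min detection, 25 °C | Measured by: Kinase-Glo luciferase luminescence reporting remaining unconsumed ATP | Measure: % inhibition normalized to control-well medians | Replication: Singlicate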
# The depositor's hits bear a star; i = inactive; · = not tested or not shown; + = active, no number; & = joins results of further samples.
SMILES,LMPTP inh,SKN-1 inh,Scp1 inh,CendR NRP1 mod,SUMO1-SIM PPI,DNMT1 block,Neddyl block,STEP inh,NadD inh,Tb MetRS inh
O=C(NCc1ccccc1)OC1CC2CC1[C@H]1CCCCN1C2=O (stereo partly specified),-0.6,7,·,-1,0,·,i,·,0,-2.1
O=C(COC(=O)Cc1cn2ccsc2n1)Nc1nc2ccccc2s1,0.6,1,-10,-5,6,-2,i,0,2,0.0
Cc1cn(-c2cc(C(=O)Nc3ccc(C)c(NC(=O)C(=O)c4c[nH]c5ccccc45)c3)cc(C(F)(F)F)c2)cn1,-0.7&-0.4,-1&-2,8,-2&4,-2&-10,15&-1,i,4&-1,7&13,-0.2&0.0
CCCc1cc(C(=O)NCCc2ccc(OC)c(OC)c2)no1,-2.1,-1,-1,4,-1,1,i,-3,-1,-0.2
COc1ccc(C[C@H]2c3cc(O)c(OC)cc3CC[N+]2(C)[O-])cc1O (stereo partly specified),0.9,8,-2,0,-5,-1,+,3,1,-0.1
C[C@H]1CN=C(N(C)C)N1CCc1ccccc1,-3.1,-11,-3,4,-3,7,i,-1,2,-0.3
COc1ccc(NC(=O)[C@@H]2CCCN2S(=O)(=O)c2cccc3cccnc23)cc1,-1.2,13,-4,2,2,1,i,-2,-3,0.2
CCCn1nc(NC(=O)c2cccs2)c2cc3cc(C)ccc3nc21,3.1,2,32,-7,-24,-2,·,2,8,-0.4
CCCCNC(=O)C1CCC(CNS(=O)(=O)c2c(C)cc(C)cc2C)CC1 (stereo unspecified),-0.1,8,-1,0,4,-2,i,-1,-2,-0.3
CCN1CCN(CCCCOc2ccccc2F)CC1,-1.9,4,-9,-9,3,3,i,4,2,-0.6
Cc1ccc(-c2nnc(CSc3nnc(COc4ccccc4)n3-c3ccccc3)o2)cc1,1.2,24,-5,7,4,-4,i,-2,1,-0.2
Cc1ccc(S(=O)(=O)N2[C@H](CC(=O)c3ccccc3)OC[C@@H]2C(C)C)cc1,-0.6,-11,·,2,-1,·,i,·,·,-0.7
O=C(NCCN1C(=O)S/C(=C/c2cccnc2)C1=O)c1ccc(S(=O)(=O)N2CCCC2)cc1,-2.2,4,-10,13,-30,0,i,4,0,0.5
CCCNC(=O)C1(C)CCN(Cc2ccc(C(=O)OCC)cc2)C1 (stereo unspecified),-1.0,-12,·,-18,6,-6,i,-6,-6,-0.1
Cc1ncc(CSc2nc3ccccc3[nH]2)c(N)n1,-0.6,1,-4,-5,-3,0,i,-4,9,0.5
C(=N\Nc1cc(N2CCCCC2)ncn1)/c1ccco1,-0.6,13,-6,11,-5,4,i,0,-2,-0.2
COc1cccc(-c2ncc3ccccc3c2CO)c1,-0.3,16,3,7,2,0,i,-4,-1,0.4
CS(=O)(=O)Nc1ccc(C2=NN(C(=O)c3cccc(F)c3)C(c3cccs3)C2)cc1 (stereo unspecified),1.4,6,-7,6,-8,-2,i,-3,-2,-0.2
CC(NC(=O)Nc1ccc2c(c1)OCO2)C1CCCO1 (stereo unspecified),-1.4,13,-11,-16,-3,0,i,0,-5,0.0
Cc1ccc(S(=O)(=O)N2CCC(=O)CC2)cc1,-1.3,2,-9,5,7,1,i,2,-3,0.0
COc1ccc(C(=O)Nc2cccc(S(=O)(=O)NC3=NCCCCC3)c2)cc1,-1.2,-5,3,-6,2,1,i,-2,5,0.1
COc1ccc(S(=O)(=O)N(C)CC(=O)NCCN2CCOCC2)cc1Cl,-1.9,-5,-2,-9,-1,1,i,1,3,-0.1
CC(O)C(NS(=O)(=O)c1ccc(Cl)cc1)C(=O)OCc1cc([N+](=O)[O-])cc2c1OCOC2 (stereo unspecified),2.6,-8,2,5,-18,3,i,-4,-4,-1.1
CN(C)c1ccc(NC(=O)c2sc(SCC(=O)Nc3nccs3)nc2N)cc1,0.4,-30,5,-22,-6,-8,i,4,21,-0.6
CC(NNC(=S)N1CCCCCC1)c1ccc2ccccc2n1 (stereo unspecified),-0.7,10,·,-4,3,2,i,1,-5,-1.3
C=CCN1C(=O)/C(=C\c2cccc(OC(=O)c3ccco3)c2)SC1=S,1.2,-6,-4,3,-9,4,i,-3,7,0.0
O=C(N/N=C1\CCSC1)c1cc(Cl)ccc1O,-3.1,4,-6,-4,15,0,·,1,2,0.2
COc1ccccc1C(=O)NC(=O)CSc1nnnn1C,0.4,9,0,6,-2,1,i,0,-4,-0.5
CC(C)c1ccc(NC(=O)CSc2nc(=O)n(CCN3CCOCC3)c3c2CCC3)cc1,-0.3,-17,-1,0,2,1,i,1,3,-0.6
COC(=O)[C@@]12C[C@@H](CC(=O)NCC3CCCCC3)C(=O)N(CCc3ccc(OC)c(OC)c3)C1=CCC(C)(C)C2,0.3,2,·,9,3,·,i,·,·,-0.7
CC(O)(c1cccc(F)c1)c1nc(-c2ccccc2)cs1 (stereo unspecified),-0.4,-1,·,4,-2,7,i,-4,-9,-0.2
Cc1noc(NS(=O)(=O)c2ccc(NC(=O)C(C)C)cc2)c1C,-2.6,6,8,-7,3,-1,i,-2,-2,-1.0
CN(CC(=O)N1CCN(c2ccccc2)CC1)S(=O)(=O)c1cccs1,-1.5,0,1,-14,1,1,i,-2,-2,-1.4
CCOC(=O)c1ccc(NC(=S)Nc2ccc(C)cc2)cc1,-2.9,-7,-1,13,-4,0,i,1,3,-0.8
CCOC(=O)C1=C(CC)Nc2ccccc2N=C1NC(=O)c1cc(C)on1,-0.5,13,-7,10,4,-1,i,-4,-1,-0.1
Cc1nc(NC(=O)COC(=O)c2cccs2)c(Cl)cc1Cl,-0.3,-4,0,-8,1,0,i,0,-6,0.0
CC(=O)N1NC(=Nc2ccccc2)SC1(C)C,0.0,8,-6,2,4,-3,i,-4,-1,-0.9
NC1=NC[C@H](Cc2ccc(O)cc2)N1CCC12CC3CC(CC(C3)C1)C2,2.0,11,0,6,-50,3,i,4,3,-0.2
COc1cc(-c2nccc3cc4c(cc23)OCO4)cc(OC)c1OC,0.4,19,-10,-5,-14,1,i,-2,2,-0.3
N#C/C(=C\c1ccc(C#N)cc1)C(=O)c1ccccc1,-0.8,11,-14,-2,4,1,i,-2,1,-1.0
COc1ccc(C(=O)COC(=O)C2COc3ccccc3O2)c(OC)c1 (stereo unspecified),0.5,0,·,2,17,3,i,0,0,-0.2
CCOC(=O)C1=C(C)Nc2ccccc2N=C1NC(=O)/C=C/c1ccc(OC)cc1OC,0.4,-8,2,1,-1,2,i,-1,-4,-0.5
COc1ccccc1N1CCN(C(=O)CCC(=O)Nc2nnc(CC(C)C)s2)CC1,-0.6,3,-5,14,3,1,i,33,-1,-0.7
O=S(=O)(/N=C(/Nc1cc(N2CCOCC2)ncn1)c1ccccc1)c1ccccc1,1.1,5,-8,5,3,2,i,0,-3,-0.1
CN(C)CCNC(=O)c1cccc(-c2cnc3c(NC=O)cc(-c4ccc(C(=O)N5CCOCC5)cc4)cn23)c1,-2.0,14,·,4,-30,-1,i,2,7,-0.2

# Fetched by structure from the list above (6):
SMILES,LMPTP inh,SKN-1 inh,Scp1 inh,CendR NRP1 mod,SUMO1-SIM PPI,DNMT1 block,Neddyl block,STEP inh,NadD inh,Tb MetRS inh
CCOC(=O)C1=C(C)Nc2ccccc2N=C1NC(=O)/C=C/c1ccc(OC)cc1OC,0.4,-8,2,1,-1,2,i,-1,-4,-0.5
CN(C)CCNC(=O)c1cccc(-c2cnc3c(NC=O)cc(-c4ccc(C(=O)N5CCOCC5)cc4)cn23)c1,-2.0,14,·,4,-30,-1,i,2,7,-0.2
COc1ccc(C(=O)COC(=O)C2COc3ccccc3O2)c(OC)c1 (stereo unspecified),0.5,0,·,2,17,3,i,0,0,-0.2
NC1=NC[C@H](Cc2ccc(O)cc2)N1CCC12CC3CC(CC(C3)C1)C2,2.0,11,0,6,-50,3,i,4,3,-0.2
O=S(=O)(/N=C(/Nc1cc(N2CCOCC2)ncn1)c1ccccc1)c1ccccc1,1.1,5,-8,5,3,2,i,0,-3,-0.1
Cc1noc(NS(=O)(=O)c2ccc(NC(=O)C(C)C)cc2)c1C,-2.6,6,8,-7,3,-1,i,-2,-2,-1.0

# Later entries:
SMILES,LMPTP inh,SKN-1 inh,Scp1 inh,CendR NRP1 mod,SUMO1-SIM PPI,DNMT1 block,Neddyl block,STEP inh,NadD inh,Tb MetRS inh
COc1ccc2nc3n(c(=O)c2c1)-c1ncccc1C(=O)NC3C (stereo unspecified),-0.1,0,·,1,0,1,i,0,5,-1.2
Cc1ccc(NCC2(N=Cc3ccccc3)OC(CO)C(O)C2O)cc1 (stereo unspecified),-0.4,9,-3,-20,1,-7,i,0,-3,-0.2
O=C(O)c1c[nH]c2cc(C(F)(F)F)ccc2c1=O,-2.0,4,-18,-5,1,2,i,0,3,1.1
CC(=O)c1cccc(N2C(=NC(=O)C3CC3)SC3CS(=O)(=O)CC32)c1 (stereo unspecified),-0.3,-11,4,2,6,3,i,-2,-2,-1.1
O=c1c2ccccc2nc(SCc2cccc(F)c2)n1Cc1ccco1,3.2,17,-12,-5,4,-2,i,5,14,0.2
COc1ccc(C(=O)NC2CCN(CC(=O)Nc3c(C)cccc3C)CC2)cc1OC,-0.8,-15,-3,-5,1,3,i,2,-22,-1.1
COc1ccc2cc(CCNC(=O)c3ccco3)c(=O)[nH]c2c1,-0.8,-2,1,10,-2,0,i,-1,3,-0.3
O=C(N/N=C/c1ccccc1C(=O)O)c1ccc(COc2cccc3cccnc23)cc1,2.5,8,15,4,6,0,i,1,9,-0.2
Cc1cccc2cc(CN(CCN3CCCC3)C(=O)NC3CCCCC3)c(=O)[nH]c12,-0.3,-5,-4,3,-5,-1,i,-1,-7,-2.2
Cc1ccc(S(=O)(=O)N(C)c2ccc(C(=O)Nc3ccccn3)cc2)cc1,0.0,7,2,4,1,-2,i,2,-2,-0.2
CCOC(=O)Cn1nc(C)n(-c2ccc(C)cc2)c1=O,-0.9,-7,-8,-7,-5,1,i,-2,-6,-0.2
Cc1cc(F)ccc1S(=O)(=O)N1CCCOC1CNC(=O)C(=O)NC1CC1 (stereo unspecified),-0.5,6,-1,5,-4,1,i,1,3,-0.5
CCCCn1c(N)c(N(CC)C(=O)Cc2ccc(S(=O)(=O)N3CCOCC3)s2)c(=O)[nH]c1=O,0.5,22,-3,12,2,2,i,-5,4,-0.6
CC(=O)N1CCC(=NNC(=O)CSc2cc(C)c(Br)cc2C)CC1,1.1,1,4,7,-1,-6,i,-3,-3,1.2
Cc1nn(-c2ccc(Cl)cc2)c(N)c1C(O)(CSc1nccn1C)C(F)(F)F (stereo unspecified),-2.2,-15,2,2,-1,-7,i,1,-1,-1.7
CC(C)Sc1nc2ccccc2n1CC(=O)NCc1ccc2c(c1)OCO2,-0.4,5,-2,-10,-2,1,i,2,2,0.2
